Screens deposited in PubChem BioAssay by National Center for Advancing Translational Sciences (NCATS).
CCT chaperon mod – High-Throughput Screening for Modulators of Cytosolic Chaperonin Activity; 360,000 compounds, 0.3% hits; activity change, % (test concentration not listed), hits read low; purified chaperonin ATPase assay, HTRF ADP detection, 30 min; AID 651819, 2012; in the data active means activity change below about -30%; further: on the % scale 0 is the no-effect control and ±100 the full control effect
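Nucleotide hydrolysis assay: TRiC at 20–40 nM final (set by batch activity) with 10 uM ATP, 30 min at 37 °C, in presence of 76 uM compound. Detection by competitive ADP HTRF, 30 min ambient.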
EPAC2 ag – qHTS for Agonist of cAMP-regulated guanine nucleotide exchange factor 4 (EPAC2): primary screen. Rap guanine nucleotide exchange factor 4 (Homo sapiens), Q8WZA2. EPAC2 activation, biochemical qHTS; response scale: 100% = 6.5 mM cAMP response. Potency, µM (top dose mostly 154 µM), for the others: at the top dose activation, usual class: activators. 360,000 compounds, 0.079% hits. AID 720711, 2013; further: potency means the concentration at half of the fitted maximal effect; nearly all actives have a fitted effect of over 50% in size
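Setup: EPAC2 100 nM, labeled Rap1B complex 250 nM, free GDP 50 uM. Compound titrations pinned in, brief spin, 5 min room temperature incubation. Kinetic fluorescence read over 30 min, normalized to 6.5 mM cAMP.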
EPAC1 ag – qHTS for Agonist of cAMP-regulated guanine nucleotide exchange factor 3 (EPAC1): primary screen | AID 720707, 2013 | Rap guanine nucleotide exchange factor 3 (Homo sapiens), O95398 | Potency, µM (doses to about 154 µM), inactives show top-dose activation, hits mostly activators | EPAC1 agonist qHTS, biochemical assay; response scale: 100% = response to 6.5 mM cAMP | 360,000 compounds, 0.073% hits; further: potency means the concentration at half of the fitted maximal effect; nearly all actives have a fitted effect of over 60% in size
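Normalized to 6.5 mM cAMP, activity reflects EPAC1-catalysed release of BODIPY-GDP from Rap1B, followed kinetically over 30 min at 480 nm excitation, 540 nm emission. Reaction contained 100 nM EPAC1, 250 nM Rap1B-BODIPY-GDP, 50 uM GDP.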
PLK1 PBD inh – qHTS for Inhibitors of PLK1-PDB (polo-like kinase 1 - polo-box domain): Primary Screen | Serine/threonine-protein kinase PLK1 (Homo sapiens), P53350 | Plk1 PBD binding of FITC phosphopeptide, fluorescence polarization | Potency, µM, for the others: max response, negative = inhibition, usual class: inhibitors | 360,000 compounds, 2.8% hits; further: potency means the concentration at half of the fitted maximal effect; series mostly up to about 57 µM; on the % scale 0 is the no-effect control and ±100 the full control effect; nearly all actives have a fitted effect of over 65% in size
IL-2 act – qHTS of IL-2 Activators; IL-2 activation reporter assay, cell-based qHTS; stimulated with anti-CD3/CD4/CD28 beads; in transgenic mouse T cells; activation, % (series mostly up to about 46 µM); AID 652025, 2013; 360,000 compounds, 0.065% hits; in the data active means activation above about 50%; inconclusive means mostly about 30% to 49%; further: 0% is about no effect
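First, unstimulated transgenic mouse T cells were exposed to compound for 60 min. Next, anti-CD3/anti-CD4-coated beads with anti-CD28 were added. Finally, after 18 h at 37 degrees C, EGFP and DsRed were imaged.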
WRN helicase inh – qHTS for Inhibitors of WRN Helicase; AID 651768, 2012; Bifunctional 3'-5' exonuclease/ATP-dependent helicase WRN (Homo sapiens), Q14191; WRN helicase unwinding, fluorescent forked duplex, kinetic; 360,000 compounds, 0.46% hits; Potency, µM (titrated, usually from 114 µM), inactives show at the top dose activity change, negative = inhibition, actives largely listed as inhibitors; further: potency means the concentration at half of the fitted maximal effect; on the % scale 0 is the no-effect control and ±100 the full control effect; nearly all actives have a fitted effect of over 55% in size
Target sequence (Q14191 whole entry, looked up): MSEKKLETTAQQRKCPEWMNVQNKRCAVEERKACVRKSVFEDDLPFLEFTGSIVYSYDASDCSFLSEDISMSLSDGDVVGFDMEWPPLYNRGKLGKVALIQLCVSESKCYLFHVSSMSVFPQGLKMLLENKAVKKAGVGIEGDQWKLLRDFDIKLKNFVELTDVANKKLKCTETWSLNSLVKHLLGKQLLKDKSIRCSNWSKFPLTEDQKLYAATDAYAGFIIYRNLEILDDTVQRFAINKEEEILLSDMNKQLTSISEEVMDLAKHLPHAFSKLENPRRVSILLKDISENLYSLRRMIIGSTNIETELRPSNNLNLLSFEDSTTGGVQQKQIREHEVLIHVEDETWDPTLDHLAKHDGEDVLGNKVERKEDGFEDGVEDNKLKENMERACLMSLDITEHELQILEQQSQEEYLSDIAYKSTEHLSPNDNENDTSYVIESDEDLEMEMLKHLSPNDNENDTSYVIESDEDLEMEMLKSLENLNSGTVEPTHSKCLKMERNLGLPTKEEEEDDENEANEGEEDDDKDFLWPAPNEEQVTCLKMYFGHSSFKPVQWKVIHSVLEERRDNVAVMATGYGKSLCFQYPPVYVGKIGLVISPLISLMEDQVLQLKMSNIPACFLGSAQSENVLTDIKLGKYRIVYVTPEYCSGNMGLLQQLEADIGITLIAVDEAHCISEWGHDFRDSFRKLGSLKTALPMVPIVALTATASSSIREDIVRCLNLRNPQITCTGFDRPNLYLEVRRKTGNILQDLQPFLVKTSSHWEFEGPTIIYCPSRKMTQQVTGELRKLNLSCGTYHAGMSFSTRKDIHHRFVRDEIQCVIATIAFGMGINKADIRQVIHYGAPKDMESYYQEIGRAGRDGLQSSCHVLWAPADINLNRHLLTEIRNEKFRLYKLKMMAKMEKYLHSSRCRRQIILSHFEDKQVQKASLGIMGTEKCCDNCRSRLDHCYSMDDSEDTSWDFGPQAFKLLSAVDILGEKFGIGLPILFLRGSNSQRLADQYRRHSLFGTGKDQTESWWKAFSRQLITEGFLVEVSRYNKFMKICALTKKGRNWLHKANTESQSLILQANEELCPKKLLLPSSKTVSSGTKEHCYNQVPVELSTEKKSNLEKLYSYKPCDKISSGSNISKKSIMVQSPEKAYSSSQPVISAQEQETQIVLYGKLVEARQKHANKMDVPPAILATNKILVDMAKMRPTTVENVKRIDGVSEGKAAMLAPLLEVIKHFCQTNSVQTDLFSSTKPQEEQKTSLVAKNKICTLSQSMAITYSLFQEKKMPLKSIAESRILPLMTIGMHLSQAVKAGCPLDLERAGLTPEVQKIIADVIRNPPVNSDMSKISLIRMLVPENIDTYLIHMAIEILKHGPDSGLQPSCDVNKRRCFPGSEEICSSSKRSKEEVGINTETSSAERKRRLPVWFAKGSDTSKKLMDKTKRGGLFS
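Kinetic red-fluorescence monitoring (525/598 nm) tracks WRN helicase activity after 100 nM fluorophore-quencher forked duplex and 2 mM ATP are added to 20 nM enzyme pretreated 15 min at room temperature with compound.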
EPAC1 antag – qHTS for Antagonist of cAMP-regulated guanine nucleotide exchange factor 3 (EPAC1): primary screen; 360,000 compounds, 0.14% hits; EPAC1 GEF assay, Rap1b-BODIPY-GDP exchange fluorescence; AID 720709, 2013; Rap guanine nucleotide exchange factor 3 (Homo sapiens), O95398; Potency, µM (doses to about 115 µM), inactives show at the highest dose activity change, negative = inhibition, most hits filed as inhibitors;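 further: potency means the concentration at half of the fitted maximal effect; plate controls were vehicle for no effect and positive control for full effect; nearly all actives have a fitted effect of over 50% in size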
PI5P4K alpha inh – qHTS for Inhibitors of phosphatidylinositol 5-phosphate 4-kinase (PI5P4K). Phosphatidylinositol 5-phosphate 4-kinase type-2 alpha (Homo sapiens), P48426. PI5P4Kalpha enzyme, ADP-Glo luminescence, 60 min; hits give low values. max response, %. 330,000 compounds, 1.2% hits. AID 652105, 2013; active means max response of -50% or lower; inconclusive means between -30% and -50%; inactive means -30% or higher; further: value at the top dose of about 77 µM; on the % scale 0 is the no-effect control and ±100 the full control effect
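PI5P4Kalpha ADP-Glo assay; 5 microM ATP final; 60 min RT reaction; HEPES pH 7.4/EGTA/CHAPS, 5% DMSO; controls lacking substrate or enzyme; luminescent end-point.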
Numbers without * were called inactive; ? = inconclusive; . = no result given; [ ] = another dose, or the depositor's remark. Unless noted, the call rests on the fitted dose curve; in most records, active means well fitted curve in the direction sought with a large enough effect; inconclusive means small, poorly fitted or top-dose-only effect, or another doubt; inactive means no such curve, though single readings can be large; an effect the other way counts as inactive or inconclusive. An excerpt; the hit share may differ from the screen's.

SMILES	CCT chaperon mod	EPAC2 ag	EPAC1 ag	PLK1 PBD inh	IL-2 act	WRN helicase inh	EPAC1 antag	PI5P4K alpha inh
CCCc1cc(=O)[nH]c2nnc(SCC(=O)Nc3ccc(C(C)=O)cc3)n12	-2.7	6%	-1%	-3%	1.2	-6%	-5%	6
Cc1c(NC(=O)COC(=O)Cc2ccc(Cl)cc2)c(=O)n(-c2ccccc2)n1C	-1.7	12%	0%	-7%	1.2	-2%	-12%	1
COc1ccc2cc(C=NS(=O)(=O)c3ccc(C)cc3)n(C)c2c1	1.1	15%	-2%	?	-0.5	2%	8%	1
CCOCc1nnc(NC(=O)c2ccco2)s1	1.8	1%	-7%	-8%	-1.6	-3%	12%	-4
COc1ccc(OCc2nc3c4c(ncn3n2)-c2ccccc2CC42CCCC2)cc1	-0.6	-8%	-13%	-2%	0.4	5%	4%	-7
O=S(=O)(CCN1CCCCC1)CCS(=O)(=O)CCN1CCCCC1	0.6	7%	-4%	-5%	-0.1	1%	-2%	2
CNC(=O)CSc1nnc(NC(=O)C2CC(=O)N(c3ccccc3OC)C2)s1 (stereo not given)	1.8	2%	?	?	-0.4	-4%	-3%	-16
Cc1ccc(-n2nnc3c(=O)n(Cc4ccccc4C)cnc32)cc1	-3.0	9%	1%	-8%	0.4	-1%	-3%	-2
COc1ccccc1NC(=O)CN(Cc1ccco1)C(=O)c1cccs1	0.4	2%	14%	-8%	0.1	-2%	-17%	-3
O=C(COC(=O)CNC(=O)c1ccc(Cl)cc1Cl)NC(=O)NC1CCCCC1	0.0	2%	-8%	-4%	-2.7	2%	-1%	5

In the list so far, two have a Cl atom:
SMILES	CCT chaperon mod	EPAC2 ag	EPAC1 ag	PLK1 PBD inh	IL-2 act	WRN helicase inh	EPAC1 antag	PI5P4K alpha inh
Cc1c(NC(=O)COC(=O)Cc2ccc(Cl)cc2)c(=O)n(-c2ccccc2)n1C	-1.7	12%	0%	-7%	1.2	-2%	-12%	1
O=C(COC(=O)CNC(=O)c1ccc(Cl)cc1Cl)NC(=O)NC1CCCCC1	0.0	2%	-8%	-4%	-2.7	2%	-1%	5

(listing goes on)
SMILES	CCT chaperon mod	EPAC2 ag	EPAC1 ag	PLK1 PBD inh	IL-2 act	WRN helicase inh	EPAC1 antag	PI5P4K alpha inh
COc1ccc(COc2cc(-c3cccc(OC)c3)nc3ccc(NC(=O)C(C)C)cc23)cc1	1.3	4%	12%	3%	-0.5	-14%	-9%	4
CC(=O)Nc1ccccc1Sc1ccc2c3c(cccc13)C(=O)N(c1ccc(C)cc1)C2=O	2.6	-4%	-9%	8%	2.4	-3%	3%	4
COc1ccccc1C(=O)NNC(=O)C(=O)Nc1ccc(C)cc1	-3.3	13%	1%	-17%	0.3	-5%	-16%	-2
COc1ccccc1C1C(C#N)=C(N)Oc2cc(C)n(Cc3ccccn3)c(=O)c21 (stereo not given)	-1.0	1%	11%	-7%	-0.5	9%	0%	.
COc1cccc(CNC(=O)N2CCN(c3ccccc3)CC2)c1	-2.0	-2%	-1%	-2%	-1.0	-3%	3%	-22
O=C(NCc1n[nH]c(=S)n1Cc1ccccc1)c1ccc(Cl)cc1Cl	-1.0	5%	-10%	2%	-2.0	6%	-18%	3
COCCNC(=O)c1onc(CSc2cccc(Cl)c2)c1C(=O)O	-0.2	4%	-2%	-17%	0.1	-1%	-4%	-27
CCN(CC)C(=O)CSC1=Nc2ccccc2C2=NC(Cc3c[nH]c4ccccc34)C(=O)N12 (stereo not given)	-3.3	3%	0%	-2%	0.6	4%	4%	.
CCOC(=O)Cc1nnc(NC(=O)c2cccc(OCC)c2)s1	-0.7	-3%	13%	-11%	0.7	-30%	2%	-6
O=C(O)Cc1sc(-c2ccc(C(=O)O)cc2)nc1-c1ccccc1	2.5	6%	4%	-3%	-0.2	-4%	-8%	2
Cc1ccc(NC(=O)C(C)N2C(=O)c3ccccc3S2(=O)=O)cc1Cl (stereo not given)	0.9	12%	3%	6%	0.2	-10%	-11%	6
COc1ccc(C(=O)CCN2CCCCCC2)cc1	-0.4	4%	-1%	16µM*	-4.4	?	17%	.
O=C(O)C1CCCN1S(=O)(=O)c1ccc(Cl)c(Cl)c1 (stereo not given)	-0.2	8%	9%	-12%	-0.8	-4%	-12%	.
CCN1CCN(C(=O)C(C)Sc2nc3nc(C)cc(C)n3n2)CC1 (stereo not given)	-1.2	2%	2%	-3%	0.5	7%	-3%	2
COc1ccc(/C=N/N2CCN(c3ccc(Cl)cc3)CC2)cc1O	-0.3	0%	2%	-4%	0.3	-19%	-1%	6
COc1ccc(Cl)cc1-c1nc(SCC(N)=O)n[nH]1	-2.4	10%	0%	-17%	-0.6	10%	1%	1
CSCC[C@H](CO)NC(=O)[C@H]1O[C@@H](n2cnc3c(N)ncnc32)[C@H](O)[C@@H]1O	-0.5	3%	2%	3%	-0.6	0%	2%	-4
COC(=O)c1cc(C(=O)Nc2ccc(S(=O)(=O)NC(C)(C)C)cc2)cc([N+](=O)[O-])c1	-2.0	17%	0%	-8%	-2.3	-7%	-27%	-2
CCN(CC)CCNC(=O)c1ccc(NC(=O)/C=C/c2ccc3ccccc3n2)cc1	-3.3	0%	16%	-3%	-2.1	-26%	-22%	-2
CCOC(=O)C(=O)NNc1ccc(C)cc1	1.1	6%	-7%	4%	-0.6	-4%	2%	3
COC(=O)c1cc(S(=O)(=O)NC2CCN(Cc3ccccc3)CC2)cn1C	-0.9	-4%	11%	1%	0.9	-8%[57.1 µM]	7%	6
Cc1ccn(CCC(=O)N2c3ccccc3CC2C)n1 (stereo not given)	-3.8	11%	14%	-26%	1.0	-3%	-9%	-5
CCCC(=O)Nc1ccc2c(c1)nc(CCNC(=O)c1ccco1)n2C	-2.9	7%	6%	-11%	0.6	9%	0%	-2
Cn1c(CN2CCOCC2)nnc1SCc1ccccc1	2.5	6%	10%	-2%	3.5	32%	7%	.
COC(=O)c1c(NC(=O)CN(C)CC(=O)Nc2ccc(C)cc2)sc2c1CCC(C)C2 (stereo not given)	-0.7	-10%	-9%	4%	0.4	0%	1%	1
COCCCn1c(SCC(=O)NC2CCCC2)nnc1-c1cccs1	0.3	9%	6%	-5%	1.1	-2%	1%	-9
O=C(COc1ccccc1Cl)NCc1ccco1	-4.3	5%	2%	-13%	-1.9	12%[57.1 µM]	-13%	-6
COc1ccc(C2C(C(=O)N3CCN(C)CC3)c3ccccc3C(=O)N2C2CCCCC2)cc1 (stereo not given)	-0.2	0%	-2%	-6%	-1.9	8%	9%	8
CCOc1ccc2nc(N/C(N)=N/C(=S)Nc3cccc(C)c3)nc(C)c2c1	-1.3	-11%	4%	1%	0.1	8%	0%	13
CCOc1ccc(S(=O)(=O)/N=C(/Nc2ccc(C)c(S(=O)(=O)N3CCOCC3)c2)c2ccccc2)cc1	-2.5	8%	13%	-3%	-2.7	-2%	0%	1
COc1ccc(S(=O)(=O)N2CCN(Cc3cc4c(cc3Br)OCCO4)CC2)cc1	-1.2	10%	18%	1%	1.1	-7%	-4%	2
Cc1cc(=O)[nH]c2c3ccccc3nn12	-2.8	6%	-5%	3%	0.2	8%	-10%	1
CCN(C(=O)COC(=O)c1ccccc1Nc1cccc(C)c1C)C1CCS(=O)(=O)C1 (stereo not given)	1.4	4%	14%	-13%	-2.1	-16%	6%	11
Cc1ccc(S(=O)(=O)Nc2ccc(C(=O)NCc3ccncc3)cc2)cc1	-0.8	7%	14%	0%	0.3	-9%	-3%	5
O=C(NCCc1ccccc1)c1ccc2nc3cc(Cl)ccc3c(=O)n2c1	-0.2	2%	6%	-7%	-0.3	0%[57.1 µM]	-1%	2
CCOc1ccc(C2CC(c3c(O)c4ccccc4oc3=O)=NN2c2ccccc2)cc1OC (stereo not given)	0.8	17%	7%	22%	0.4	-19%	-14%	2
CC1=CC(C)(C(Cl)(Cl)Cl)C(C)=CC1=NO (stereo not given)	-2.2	16%	-5%	-19%	-2.9	-6%	-13%	2
CCOC(=O)NC(=O)CSc1nc(C)cc(C)c1C#N	0.0	9%	5%	-2%	0.2	-17%	6%	0
CC1CCCN(c2nc3c(c(=O)[nH]c(=O)n3C)n2CCSc2nc3ccccc3o2)C1 (stereo not given)	1.0	-2%	-19%	-3%	0.0	5%	?	-5
Cc1nc2sc(C(c3ccc(F)cc3)N3CCOCC3)c(O)n2n1 (stereo not given)	1.6	7%	3%	-6%	-2.7	11%	-6%	-2
Cc1cc([N+](=O)[O-])nn1CCCC(=O)NC1CCCCC1	0.0	3%	-15%	-2%	-0.3	-1%	-2%	3
O=C(COc1ccc(-c2ccccc2)cc1)N/N=C/c1cc(O)ccc1Br	-0.9	19%	16%	-2%	-5.0	-23%	-25%	?
Cc1ccc(N2CC(C(=O)Nc3ccccc3C(=O)N3CCOCC3)CC2=O)cc1 (stereo not given)	-0.3	-6%	-19%	-2%	-1.5	7%	13%	1
O=C(/C=C/c1cccs1)N1CCC2(CC1)Oc1ccc(Cl)cc1C(=O)C21CC(c2ccccc2)=NO1 (stereo not given)	-1.4	6%	0%	3%	0.6	1%	10%	-1
O=C(NC(=S)NCC1CCCO1)c1ccccc1[N+](=O)[O-] (stereo not given)	1.3	8%	1%	-2%	1.0	3%	2%	-1
COc1ccc(-c2ccc(CN3C(CC(C)C)C(=O)N(Cc4cn(CC5CCCCC5)nn4)CCS3(=O)=O)cc2)cc1 (stereo not given)	-0.7	13%	-2%	-10%	-3.9	-9%	11%	-1
Cc1ccc(OCC(=O)Nc2ccc(S(=O)(=O)N3CCOCC3)cc2)c(Br)c1	-0.7	-5%	0%	-2%	-0.1	7%	-3%	6
Cc1ccccc1NC(=O)c1ccc2c(c1)C(=O)N(CC(C)C)C2=O	-2.1	-5%	-5%	-6%	-2.8	0%	-2%	-2
